High-throughput results: PubChem, National Center for Advancing Translational Sciences (NCATS)
CCT chaperon mod – modulators of cytosolic chaperonin (CCT/TRiC) activity; AID 651819; purified chaperonin ATPase assay, HTRF ADP detection, 30 min; actives 0.3% (n = 360,000); activity change, % (concentration not given with the values), hits read low; in the data active = activity change below about -30%; note: % is set by controls: 0 for no effect and ±100 for the full control effect
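We incubate TRiC, 40 or 20 nM final, with library compounds at 76 uM and 10 uM ATP for 30 min at 37 °C. ADP formed is detected with Transcreener HTRF reagents after 30 min at room temperature.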
Nrf2 ARE act – Nrf2 pathway activation | actives 0.31% (n = 410,000) | Potency, µM (highest dose often 46.1 µM), for inactives: at the highest dose activation, usual class: activators | AREc32 ARE-luciferase reporter (MCF7-derived line), luminescence, 24 h; note: potency is the fitted concentration of half-maximal effect; % of control where 0% means no effect; nearly all actives have a fitted effect of over 65% in size
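ARE activation measured as luciferase luminescence (Steady-Glo, 30 min RT) in AREc32_Fluc cells after 24 hr compound exposure at 37 deg C, 5% CO2; cells seeded overnight at 1000/well in OPTI-MEM, 5% FBS.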
Mm-Cpn inhibitor – M. maripaludis TRiC chaperonin inhibition; purified Mm-Cpn ATPase, ADP Transcreener TR-FRET; Potency, µM (highest dose often 76.9 µM), without a hit: at the top dose activity, negative = inhibition, usual class: inhibitors; actives 0.031% (n = 330,000); AID 504842; note: potency is the fitted concentration of half-maximal effect; % is set by controls: 0 for no effect and ±100 for the full control effect; nearly all actives have a fitted effect of over 80% in size
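Purified archaeal Mm-CPN (25nM final) preincubated 10 min at 37degC with compound, then 10uM ATP for 30 min at 37degC; ADP measured by HTRF Transcreener TR-FRET; buffer 30 mM TRIS pH 7.4, 100mM KCl, 5mM MgCl2, 1mM DTT.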
TGFb inhibitor – inhibitors of TGF-b signaling; HepG2 CAGA-GFP TGF-b/SMAD3 reporter, GFP fluorescence, 18 h; TGF-beta stimulated, 500 pg/mL final; Potency, µM (doses to about 46.1 µM), without a hit: at the highest dose activity, negative = inhibition, usual class: inhibitors; actives 1.2% (n = 410,000); AID 588855; note: potency is the fitted concentration of half-maximal effect; % is set by controls: 0 for no effect and ±100 for the full control effect; nearly all actives have a fitted effect of over 65% in size
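GFP signal (ex488/em500-530) from TGF-beta-stimulated HEPG2 CAGA-GFP cells, 500 pg/mL final, 18 h at 37 degrees C in DMEM plus 1% FBS, normalized to unstimulated and DMSO-stimulated controls.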
EPAC2 agonist – EPAC2 (human) agonism | Q8WZA2 | EPAC2 activation, biochemical qHTS; response scale: 100% = 6.5 mM cAMP response | Potency, µM (doses to about 154 µM), for inactives: at the highest dose activation, most hits filed as activators | actives 0.079% (n = 360,000) | AID 720711; note: potency is the fitted concentration of half-maximal effect; nearly all actives have a fitted effect of over 50% in size
Target sequence (Q8WZA2 whole entry, looked up): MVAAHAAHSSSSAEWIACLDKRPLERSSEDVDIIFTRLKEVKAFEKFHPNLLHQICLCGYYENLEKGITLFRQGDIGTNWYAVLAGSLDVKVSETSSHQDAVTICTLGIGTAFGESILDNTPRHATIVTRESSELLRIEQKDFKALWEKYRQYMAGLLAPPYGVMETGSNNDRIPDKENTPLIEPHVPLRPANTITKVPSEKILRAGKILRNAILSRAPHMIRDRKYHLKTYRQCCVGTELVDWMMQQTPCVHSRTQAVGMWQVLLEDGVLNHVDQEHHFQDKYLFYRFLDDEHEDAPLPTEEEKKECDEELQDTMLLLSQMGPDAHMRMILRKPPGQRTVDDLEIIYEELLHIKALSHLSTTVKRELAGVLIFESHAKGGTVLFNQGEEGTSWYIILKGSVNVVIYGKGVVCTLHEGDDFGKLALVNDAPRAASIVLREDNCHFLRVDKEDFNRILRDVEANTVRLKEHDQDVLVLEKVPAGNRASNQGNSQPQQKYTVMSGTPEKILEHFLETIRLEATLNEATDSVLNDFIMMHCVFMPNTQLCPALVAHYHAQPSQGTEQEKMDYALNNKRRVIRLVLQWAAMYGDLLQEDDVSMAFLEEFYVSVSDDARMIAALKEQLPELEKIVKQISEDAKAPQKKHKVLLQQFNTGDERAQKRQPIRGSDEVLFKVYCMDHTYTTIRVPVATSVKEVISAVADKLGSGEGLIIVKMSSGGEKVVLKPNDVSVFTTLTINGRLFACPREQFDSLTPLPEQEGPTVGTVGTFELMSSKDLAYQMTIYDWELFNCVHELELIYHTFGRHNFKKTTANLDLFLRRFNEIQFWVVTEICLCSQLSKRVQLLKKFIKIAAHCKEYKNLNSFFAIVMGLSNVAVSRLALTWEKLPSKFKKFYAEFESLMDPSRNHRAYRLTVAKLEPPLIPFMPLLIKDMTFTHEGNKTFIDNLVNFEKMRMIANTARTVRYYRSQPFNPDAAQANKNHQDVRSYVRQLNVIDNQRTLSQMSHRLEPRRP
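Guanine nucleotide exchange by EPAC2 is measured as reduced fluorescence of BODIPY-GDP once it is released from 250 nM Rap1B. Plates are read kinetically for 30 min at room temperature; results are scaled to 6.5 mM cAMP.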
Akt phos inh – blocks phosphorylation of Akt. activity change, % for hits at 50 µM. AID 651550. actives 0.32% (n = 360,000). Neuro2A IGF-stimulated pAkt S473 HTRF, 20 min; hits give low values; in the data active = activity change below about -80%; inconclusive = mostly about -51% to -80%; note: % is set by controls: 0 for no effect and ±100 for the full control effect
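Neuro2A cells in DMEM with 0.5% FBS, overnight at 37 deg C, given compound at single 50 µM final, then IGF (6 nM final) for 20 min at 37 deg C. Lysed; phospho-Akt Ser473 by HTRF after 24 h, 665/615 ratio.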
A549 viability – counter-screen for Nrf2 inhibitors: cytotoxicity in A549 cells. Potency, µM (doses to about 46 µM), for the others: top-dose activity change, negative = cytotoxicity, most hits filed as inhibitors. A549 ARE-Fluc cells, CellTiter-Fluor viability, 18-24 h. AID 504648. actives 0.16% (n = 390,000); note: potency is the fitted concentration of half-maximal effect; % is set by controls: 0 for no effect and ±100 for the full control effect
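Cytotoxicity counterscreen: CellTiter-Fluor fluorescence was measured in A549 ARE_Fluc cells after 18-24 h of compound exposure in a concentration series. The subsequent BugLite luminescent read reports ARE-luciferase activity.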
EPAC2 antagonist – blocks human EPAC2 exchange factor | Q8WZA2 | EPAC2 GEF exchange of Rap1B-BODIPY-GDP, fluorescence | Potency, µM (doses to about 114 µM), for inactives: at the highest dose activity, negative = inhibition, actives largely listed as inhibitors | actives 0.18% (n = 360,000); note: potency is the fitted concentration of half-maximal effect; % is set by controls: 0 for no effect and ±100 for the full control effect; nearly all actives have a fitted effect of over 45% in size; many of its hits are not listed in these tables
Nrf2 inh – blocks Nrf2 signaling; A549 ARE-Fluc reporter, luciferase luminescence, 18-24 h; actives 2.1% (n = 360,000); Potency, µM (titrated, usually from 46 µM), without a hit: at the top dose activity change, negative = inhibition, most hits filed as inhibitors; note: potency is the fitted concentration of half-maximal effect; % is set by controls: 0 for no effect and ±100 for the full control effect; nearly all actives have a fitted effect of over 60% in size
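Two sequential reads on A549 ARE_Fluc cells exposed to compound for 18-24 h: a CellTiter-Fluor fluorescence read for viability, then a luciferase luminescence read for Nrf2/ARE activity.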
An asterisk follows results filed as active; i = inactive; ? = inconclusive; nt = no result given; & = joins results of further samples; [ ] = another dose, or the depositor's remark. Unless noted, calls come from the whole dose curve; as a rule, active = well fitted curve in the direction sought with a large enough effect; inconclusive = small, poorly fitted or top-dose-only effect, or another doubt; inactive = no such curve, though single readings can be large; an effect the other way counts as inactive or inconclusive. These rows are one share of the data; count on the stated rates, not on these rows.

SMILES | CCT chaperon mod | Nrf2 ARE act | Mm-Cpn inhibitor | TGFb inhibitor | EPAC2 agonist | Akt phos inh | A549 viability | EPAC2 antagonist | Nrf2 inh
COc1cc(NC(=O)Cn2cnc(S(=O)(=O)N3CCc4ccccc43)c2)cc(OC)c1OC | -1.1 | -0.8% | -1% | 4% | 2% | i | -7% | 8% | 4%
CC(C)[C@H](N)C(=O)NC[C@H]1O[C@@H](n2cnc3c(N)ncnc32)[C@H](O)[C@@H]1O | 0.5 | -1.0% | 0% | -6% | -1% | i | 0% | 1% | -1%
O=C(CN1C(=O)/C(=C\c2ccc(F)cc2)Oc2ccccc21)N1CCN(c2ccccn2)CC1 | -7.8 | 0.7% | -3% | ? | -5% | i | 4% | -4% | 0%
CC(=O)Nc1cccc(NC(=O)c2ccccc2Cl)c1 | 2.7 | -0.9% | nt | 5% | -13% | i | nt | ? | nt
Cc1nc(SCC(=O)N2CCN(C(=O)c3ccco3)CC2)c2c(C)c(C)sc2n1 | -9.6 | -0.7% | -3% | -13% | 0% | i | 0% | -4% | ?
O=C1NCCCC1C(=O)N/N=C/c1cccc(Cl)c1 (stereo not given) | -0.1 | 0.7% | 0% | 0% | 11% | i | 1% | 7% | 15%
CCN(CC)C(=O)Cn1cnc([N+](=O)[O-])n1 | 0.6 | 0.4% | -1% | 0% | 9% | i | -2% | 0% | -21%
CCc1ccc(C(C)NC(=O)c2ncn[nH]2)cc1 (stereo not given) | 0.4 | 0.4% | 0% | 17% | -6% | i | 14% | 14% | 12%
O=C(C[n+]1ccccc1)N1c2ccccc2Sc2ccccc21 | 2.9 | -0.5% | 0% | 21% | 2% | i | 3% | -2% | 10%
Cc1ccc(Cl)cc1N1CCN(S(=O)(=O)c2ccc3c(c2)CC(C)N3C(=O)C2CCC2)CC1 (stereo not given) | nt | 0.2% | nt | 9% | nt | nt | 7% | nt | 21%
Cc1ccc(-c2noc(CN(C(=O)CCN3C(=O)c4ccccc4C3=O)C(C)C)n2)cc1 | -2.9 | -0.6% | -6% | -10% | 9% | nt | -8% | -8% | nt
O=C(CSc1ccc(-c2cccs2)nn1)Nc1ccccc1F | 0.4 | 3.5% | -2% | 29% | 5% | i | -1% | 11% | 2%
Cc1ccc(C(=O)ON=C2CCN(c3ccc([N+](=O)[O-])cc3)CC2)cc1 | -1.8 | -0.5% | 0% | 7% | 9% | i | ? | -12% | -3%
Cc1ccc(S(=O)(=O)c2nnn3c2nc(N2CCCCC2)c2sccc23)cc1 | nt | -0.8% | nt | 3% | nt | nt | -2% | nt | -2%
CCNC(=O)CC1SC(=Nc2cccc3ccccc23)N(C)C1=O (stereo not given) | -1.2 | 0.0% | 2% | 3% | 10% | i | 1% | -10% | -7%
COCCNC(=O)CN(C(=O)Cn1nnc2ccccc21)c1cc(C)cc(C)c1 | -0.3 | -0.9% | 2% | 20% | 6% | i | -4% | 17% | 0%
CCOC1=C2[C@H](c3ccccc3)N(S(=O)(=O)c3ccc(C)cc3)[C@H](C(C)C)[C@H]2n2c(=O)n(-c3ccccc3)c(=O)n2C1 | 2.0 | 0.2% | nt | ? | -16% | i | nt | ? | nt
CC(N)c1csc(Nc2ccc(S(C)(=O)=O)cc2)n1 (stereo not given) | -0.7 | -0.4% | nt | -14% | 12% | i | nt | 9% | nt
CC(C)(CNS(=O)(=O)c1ccc(Cl)cc1)N1CCCCC1 | -2.0 | -0.4% | -1% | -1% | -25% | i | 11% | -4% | 9%
CCOCCCN(C(=O)c1snc(C(N)=O)c1N)C(C(=O)NC1CCCC1)c1ccc(O)c(OC)c1 (stereo not given) | 1.2 | 2.9% | 0% | -1% | 1% | i | 3% | -12% | -20%
CC(C)C[C@H]1CN(CCCC[C@H]2CNC(=O)C(=O)N2CC2CCCCC2)C(=O)C(=O)N1CCc1ccc(O)cc1 | 2.4 | 0.0% | nt | nt | 3% | i | nt | 7% | nt
CNC(=O)c1ccc2nc(NC(C)=O)sc2c1 | -3.6 | 5.7% | 1% | -11% | 2% | i | 19% | 0% | 24%
O=C(NCC(c1ccco1)N1CCCC1)c1ccc(-n2cccn2)cc1 (stereo not given) | 1.0 | 0.1% | 0% | -1% | 4% | i | 11% | -4% | 11%
CCO[C@H]1OC(C(=O)O)=C[C@@H](c2cn(C(C)=O)c3ccccc23)[C@@H]1CCCO | -1.5 | 0.5% | nt | 9% | 8% | i | 0% | 11% | -6%
COc1ccc(OC)c(C(=O)CSc2nnc(-c3cccnc3)n2C)c1 | 2.3 | -0.5% | nt | 0% | 8% | i | -3% | -6%[57.1 µM] | ?

Continuation:
SMILES | CCT chaperon mod | Nrf2 ARE act | Mm-Cpn inhibitor | TGFb inhibitor | EPAC2 agonist | Akt phos inh | A549 viability | EPAC2 antagonist | Nrf2 inh
O=C(NC1CCCc2ccccc21)C1CCCC1 (stereo not given) | -3.1 | -0.7% | -1% | 0% | 23% | i | -1% | -1% | 4%
Cc1ccc(-c2nn(-c3ccccc3)cc2C(=O)Nc2cccc(S(=O)(=O)N3CCOCC3)c2)cc1 | -0.7 | -0.4% | 3% | -11% | 10% | i | 14% | -8% | -10%
Cc1c(C)c2ccc(OCC(=O)N3CCC(C(=O)O)CC3)cc2oc1=O | 1.8 | 0.6% | -1% | -16% | 3% | i | -1% | 4% | 1%
Cc1cc(Cl)ccc1NC(=S)NCCC(c1ccccc1)c1ccccc1 | -1.9 | 3.4% | -3% | ? | 0% | i | ? | 1% | 16µM*
CCCCP(=O)(c1ccccn1)c1ccccn1 | -0.9 | 0.1% | 0% | -3% | 10% | i | -4% | -9% | -6%
O=C(COC(=O)c1cc(=O)c2ccccc2o1)Nc1ccccc1F | 1.6 | -0.6% | -1% | -4% | 7% | i | 1% | 2% | 1%
CC1CCN(c2nc3ccccn3c(=O)c2C=O)CC1 | -1.0 | 1.0% | 0% | 0% | 3% | i | -1% | 4% | 6%
Cc1ccc(C)c(CN2C(=O)NC3(CCCCCC3)C2=O)c1 | 2.6 | -0.1% | 0% | 9% | -11% | i | 6% | -14% | -29%
CC/C(C)=N/NS(=O)(=O)c1ccc(C)c([N+](=O)[O-])c1 | -0.1 | -0.2% | 0% | -6% | 12% | i | 8% | 2% | -14%
CCOc1ccc2nc(NC(=O)CSc3ccccc3)sc2c1 | -1.7 | 4.5% | 0% | 20% | 9% | i | -10% | 3% | ?
CCCNC(=O)c1ccc(N2CCC3(CC2)CC(c2ccccc2)=NO3)c([N+](=O)[O-])c1 | -2.3 | 0.3% | -1% | -4% | -3% | i | -3% | 17% | ?
C#CCNCCS(=O)(=O)N(Cc1ccc(Br)cc1)[C@@H](C)C(=O)O | 1.6 | -0.8% | 0% | -5% | 16% | i | 2% | 4% | 15%
CCN1CCN(c2c(S(=O)(=O)c3ccc(OC)cc3)cnc3cc(OC)c(OC)cc23)CC1 | nt | 0.3% | nt | -5% | nt | nt | -11% | nt | 5%
Cc1nc2cc(N3CCOCC3)c(NC(=O)C3CC3)cc2c(=O)n1Cc1ccccc1 | 0.4 | -1.1% | -1% | 13% | -10% | i | 4% | 3% | 6%
CC(=O)c1ccc(-c2[nH]c3ccccc3c2CCN2C(=O)c3ccccc3C2=O)cc1 | 0.8 | 6.3% | nt | -5% | 3% | i | -9% | 9% | -23%
Cc1cc(NC(=O)Cn2nc(-c3ccccc3F)ccc2=O)ccc1-n1cnnn1 | -3.9 | -0.2% | -2% | 23% | 8% | i | 5% | -3% | nt
Nc1nc(SCc2ccc(Cl)c(Cl)c2)n[nH]1 | 4.0 | 3.3% | 2% | -25% | -4% | i | 0% | -14% | ?
COc1ccc(NC(=O)C2(C)CCN2C)cc1OC (stereo not given) | 0.4 | -0.3% | nt | 2% | 6% | i | nt | 10% | nt
CCOC(=O)[C@H]1[C@H]2COc3ccccc3[C@@H]2N2C(=O)CN(Cc3ccc(C)cc3)C(=O)[C@@]12C | 1.8 | 1.6% | 0% | 10% | -3% | i | 0% | 1% | -7%
CCCCC(NC(=O)Cc1c(C)c2cc3c(-c4ccccc4)coc3c(C)c2oc1=O)C(=O)O (stereo not given) | -0.7 | -0.3% | 0% | 4% | -9% | i | -1% | -26% | 19%
COc1ccc2c(c1OC)C(=O)N1C2SC(C)(C)[C@H]1C(=O)NCC(C)C (stereo not given in full) | -1.3 | 0.0% | 1% | -3% | 1% | i | 1% | 0% | -4%
CC1(C)Cc2c(cnn2-c2ccccc2)C(NC(=O)CCN2CCCC2=O)C1 (stereo not given) | 0.5 | -1.1% | -2% | -7% | 8% | nt | -3% | 3% | 15%
CCCN1CCN(CCCNC(=O)Cn2nc(C)n3c(cc4cc(F)ccc43)c2=O)CC1 | 0.8 | -0.3%&-0.2% | -3% | ? | 3% | i | 9%&-3% | 1% | 23%&-10%
CCOc1ccccc1NC(=O)Cn1nnc(C(=O)Nc2ccc(C)cc2)c1N | 0.2 | 3.4% | 1% | -18% | -4% | i | 0% | 12% | 9%

Entries of single compounds, quoted from the list:
Cc1cc(NC(=O)Cn2nc(-c3ccccc3F)ccc2=O)ccc1-n1cnnn1 across the screens: CCT chaperon mod: -3.9; Nrf2 ARE act: -0.2%; Mm-Cpn inhibitor: -2%; TGFb inhibitor: 23%; EPAC2 agonist: 8%; Akt phos inh: i; A549 viability: 5%; EPAC2 antagonist: -3%; Nrf2 inh: nt
Cc1nc2cc(N3CCOCC3)c(NC(=O)C3CC3)cc2c(=O)n1Cc1ccccc1 across the screens: CCT chaperon mod: 0.4; Nrf2 ARE act: -1.1%; Mm-Cpn inhibitor: -1%; TGFb inhibitor: 13%; EPAC2 agonist: -10%; Akt phos inh: i; A549 viability: 4%; EPAC2 antagonist: 3%; Nrf2 inh: 6%
